DTT redox prof = compounds producing H2O2 with reducing agent – biochemical, NIH compound library profiling, artefact control for MLSCN library redox annotation, primary screen. DTT-dependent redox cycling H2O2, phenol red/HRP absorbance; 100% = 100 µM peroxide control, 0% = buffer. activation, % at 10 µM. actives 0.03% (n = 200,000). AID 878;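 active = activation of at least 50% relative to the plate's high and low controls in the primary single-dose screen; inactive = activation below 50%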;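 note: compound incubated with DTT at 0.8 mM final as the reducing agent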
TLR4-MyD88 BLA = blocks binding of human TLR4 to MyD88; O00206+Q99836; HeLa CL3-4 TLR4/MyD88 BLA complementation, FRET ratio; inhibition, % at 8.4 µM; actives 0.18% (n = 200,000); in the data active = inhibition above about 25%;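 note: 0% = vehicle and 100% = reference inhibitor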
TR-FRET SRC-2 ct = counter-screen for PPARgamma SRC-2 recruitment agonists: TR-FRET artefact. TR-FRET ratio at 8 µM. hits give high values. actives 0.4% (n = 200,000). AID 1049; in the data active = TR-FRET ratio above about 2000; note: inactives centre near 1500; reference of the scale not given here
PPARg SRC-2 ag = agonists of SRC-2 recruitment by human PPARgamma; PPARgamma LBD-SRC-2 recruitment, biochemical; activation, % at 8 µM; actives 0.34% (n = 200,000); in the data active = activation above about 22%;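 note: 0% = vehicle and 100% = reference agonist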
L major viab = inhibitors of Leishmania major promastigote growth. Leishmania major promastigotes, resazurin fluorescence viability. inhibition, % at 10 µM. actives 9% (n = 200,000). AID 1063; in the data active = inhibition above about 50%;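 note: promastigotes grown with compound for 44 hours at 28 °C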
PPARg SRC1 recr = PPARgamma-driven SRC-1 recruitment agonism. P37231. PPARgamma-SRC-1 coactivator recruitment biochemical assay. activation, % at 8 µM. actives 0.41% (n = 200,000); in the data active = activation above about 19%;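 note: 0% = DMSO and 100% = reference agonist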
bIAP inhibitor = blocks bovine intestinal alkaline phosphatase activity; purified bovine IAP, CDP-star luminescence, 30 min; inhibition, % at 20 µM; 190,000 tested, under 10 active;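 active = over 50% inhibition of intestinal alkaline phosphatase at 20 µM in the single-dose screen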
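Assay system: bovine IAP enzyme; medium: DEA buffer 100 mM, pH 9.8, with MgCl2 1.0 mM, ZnCl2 0.02 mM; doses: 20 µM single dose; incubation: enzyme reaction for 30 min at room temperature; detection: CDP-star luminescence signal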
bIAP activator = intestinal alkaline phosphatase (bovine) activation | purified bovine IAP, CDP-star luminescence, 30 min; hits give high values; fold of DMSO-control signal, blank-subtracted | activation factor at 20 µM | actives 0.17% (n = 200,000);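 active = activation factor of 2 or more at 20 µM, a signal rise over negative controls twice the positive control's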
S1P3 antag = antagonists of human S1P3 receptor; CHO S1P3 NFAT-BLA reporter, FRET fluorescence, antagonist mode; inhibition, % at 4.98 µM; actives 0.27% (n = 170,000);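 active = inhibition above the plate cutoff, the mean inhibition of test wells on that plate plus 3 SD, cut at about 28% in these data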;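 note: cells challenged with S1P at its EC80 of 0.8 µM; blue over green emission ratio from cleaved BLA substrate after 4 h stimulation; 0% = S1P-stimulated wells and 100% = unstimulated DMSO-only wells; some compounds past the cut are filed as inactive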
Target sequence (Q99500 whole entry, looked up): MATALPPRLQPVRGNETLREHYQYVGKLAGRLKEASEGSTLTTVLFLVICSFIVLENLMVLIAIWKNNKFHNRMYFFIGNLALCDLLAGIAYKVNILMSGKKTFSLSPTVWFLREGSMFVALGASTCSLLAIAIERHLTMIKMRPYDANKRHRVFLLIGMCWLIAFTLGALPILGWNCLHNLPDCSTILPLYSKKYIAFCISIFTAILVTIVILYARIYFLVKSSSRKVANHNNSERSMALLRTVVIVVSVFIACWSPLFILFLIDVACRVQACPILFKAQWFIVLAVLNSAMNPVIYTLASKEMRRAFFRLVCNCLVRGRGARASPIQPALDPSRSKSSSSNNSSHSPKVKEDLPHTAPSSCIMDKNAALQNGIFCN
ROMK mod = modulates human ROMK potassium channel activity; P48048; Tet-inducible ROMK, thallium flux fluorescence; actives lie on both sides; B-score at 10 µM; actives 2% (n = 130,000);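 active = signal ratio slope over the read window, or its plate-corrected B-score, at least 3 SD from the plate mean, either direction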;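 note: B-score of the F/F0 ratio slope over 7 to 12 s after thallium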
Target sequence (P48048 whole entry, looked up): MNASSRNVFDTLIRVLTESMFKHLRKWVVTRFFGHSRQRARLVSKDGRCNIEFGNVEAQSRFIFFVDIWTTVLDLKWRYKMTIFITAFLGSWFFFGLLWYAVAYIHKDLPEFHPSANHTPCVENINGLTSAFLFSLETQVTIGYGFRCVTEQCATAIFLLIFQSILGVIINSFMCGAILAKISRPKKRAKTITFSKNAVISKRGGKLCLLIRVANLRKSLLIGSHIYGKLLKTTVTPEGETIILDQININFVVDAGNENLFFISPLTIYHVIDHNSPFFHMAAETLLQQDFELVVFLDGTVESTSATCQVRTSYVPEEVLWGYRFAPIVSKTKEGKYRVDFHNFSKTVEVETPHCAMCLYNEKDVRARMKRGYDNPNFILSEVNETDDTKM
PPARg SRC3 recr = PPARgamma-driven SRC-3 recruitment agonism | P37231 | biochemical PPARgamma/SRC-3 coactivator recruitment assay | activation, % at 8 µM | actives 0.26% (n = 200,000); in the data active = activation above about 23%;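 note: 0% = DMSO and 100% = reference agonist; some compounds past the cut are filed as inactive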
* hit, by the source's call; . = not tested or not shown.

SMILES	DTT redox prof	TLR4-MyD88 BLA	TR-FRET SRC-2 ct	PPARg SRC-2 ag	L major viab	PPARg SRC1 recr	bIAP inhibitor	bIAP activator	S1P3 antag	ROMK mod	PPARg SRC3 recr
O=C(CN1CCC(O)CC1)N1c2ccccc2C=Cc2ccccc21	-2.1	21	1437	3	-6	-3	2	1	-32	.	-3
CC(C)(C)n1cnc2cc(NC(=O)c3cccs3)ccc21	-0.1	-6	1514	7	-3	0	-9	1.1	8	-0.14	6
O=C(c1ccc(O)cc1)c1ccc(C(=O)O)c(C(=O)O)c1	2.4	8	1676	12	0	4	27	0.7	-3	.	-4
CCOC(=O)C(C)Sc1nnc(-c2c[nH]c3ccccc23)n1C (stereo not drawn)	-1.2	-12	1576	8	-6	5	6	0.9	-19	.	1
CN(C)CCn1c(=O)n(Cc2ccco2)c(=O)c2c3c(sc21)CCCCC3	1.2	-6	1448	7	88*	-4	-1	1	.	.	1
NNC(=O)c1sc2cc(C(F)(F)F)cnc2c1-c1cccs1	-0.7	-5	1581	12	1	12	-7	1.1	-9	.	1
NS(=O)(=O)c1ccc(-n2ncc3c(=O)[nH]c(SCC(=O)Nc4nccs4)nc32)cc1	0.0	-4	1386	5	-9	-2	15	0.8	-3	-0.5	2
CCC(=O)Nc1cccc(C(=O)/C=C/c2cc(Br)ccc2OC)c1	2.0	3	1531	6	100*	8	-10	1.1	.	-0.76	9
C=CCn1c(SCc2cccc(C#N)c2)nnc1-c1ccccc1O	-0.8	-10	1549	13	10	0	18	0.8	16	.	14
CC(C)CNS(=O)(=O)c1ccc(OCC(=O)Nc2ccc3c(c2)OCCO3)cc1	-0.3	-2	1541	3	20	-6	-2	1	-3	-1.1	-3
O=C(CSc1ncn[nH]1)NC12CC3CC(CC(C3)C1)C2	0.1	14	1525	7	-2	3	-12	1.1	.	3*	7
CCn1c(N2CCN(C(=O)Nc3ccc(F)cc3)CC2)nc2ccccc21	2.5	4	1346	1	19	-4	6	0.9	.	.	0
O=C(NCc1cccc(Cl)c1)c1cccc(C(F)(F)F)c1	-2.2	-9	1695	11	8	5	33	0.7	.	.	3
Cc1ccc(-n2nnc3c(=O)n(Cc4cc(C)ccc4C)cnc32)cc1	0.4	3	1464	-2	-4	1	9	0.9	10	.	-6
Cc1ccc(-c2cc(C(=O)NCCCN3CCOCC3)no2)cc1	4.1	-4	1419	5	11	-4	0	1	14	.	-2
O=C(c1cn(-c2ccccc2)nc1-c1cccs1)N1CCOCC1	2.3	5	1571	3	9	-7	2	1	.	.	3
O=C(O)CC(NC(=O)CCC1CCCCC1)c1cc([N+](=O)[O-])ccc1Cl (stereo not drawn)	-0.3	-5	1544	0	-4	-1	-15	1.1	-23	-0.3	3
O=C(O)CCCCCN1C(=O)c2ccc(C(=O)O)cc2C1=O	-1.2	-1	1410	-3	-5	1	2	1	3	-0.35	9
Cc1cc(NC(=O)c2ccc(C)s2)n(-c2ccccc2)n1	0.4	-2	1587	0	-15	-2	11	0.9	.	-0.52	-10
Cc1cccc(N2CCN(C(=O)CN3CCOc4ccccc43)CC2C)c1 (stereo not drawn)	-0.8	3	1549	-8	-1	3	3	1	.	.	-1
CCN(c1ccccc1)S(=O)(=O)c1ccc(C(=O)Nc2nccs2)cc1	0.0	6	1393	4	72*	-2	10	0.9	.	0.066	0
COc1cccc(Cn2c(=O)c3ccccc3n3nc(C)cc23)c1	0.5	-5	1557	2	20	-7	10	0.9	-21	-0.25	-1
CC(=O)NC(=S)Nc1ccccc1F	-0.2	-10	1356	-6	1	0	-21	1.2	-14	1.3	1
CN(C)S(=O)(=O)c1cccc(NC(=O)COC(=O)CCc2nc3ccccc3s2)c1	0.4	-2	1649	4	-5	5	-7	1.1	.	0.62	2
Cc1cc(C(=O)CSc2nnnn2C)c(C)n1-c1cccc(F)c1	-3.4	-1	1506	8	7	4	-2	1	4	.	7

Whole records, looked up by structure. Values in the order: DTT redox prof | TLR4-MyD88 BLA | TR-FRET SRC-2 ct | PPARg SRC-2 ag | L major viab | PPARg SRC1 recr | bIAP inhibitor | bIAP activator | S1P3 antag | ROMK mod | PPARg SRC3 recr
`Cc1cc(NC(=O)c2ccc(C)s2)n(-c2ccccc2)n1` is listed with 0.4 | -2 | 1587 | 0 | -15 | -2 | 11 | 0.9 | . | -0.52 | -10
`CC(C)CNS(=O)(=O)c1ccc(OCC(=O)Nc2ccc3c(c2)OCCO3)cc1` is listed with -0.3 | -2 | 1541 | 3 | 20 | -6 | -2 | 1 | -3 | -1.1 | -3
`O=C(c1cn(-c2ccccc2)nc1-c1cccs1)N1CCOCC1` is listed with 2.3 | 5 | 1571 | 3 | 9 | -7 | 2 | 1 | . | . | 3

In another format: entries from further up.
structure,DTT redox prof,TLR4-MyD88 BLA,TR-FRET SRC-2 ct,PPARg SRC-2 ag,L major viab,PPARg SRC1 recr,bIAP inhibitor,bIAP activator,S1P3 antag,ROMK mod,PPARg SRC3 recr
C=CCn1c(SCc2cccc(C#N)c2)nnc1-c1ccccc1O,-0.8,-10,1549,13,10,0,18,0.8,16,.,14
CN(C)CCn1c(=O)n(Cc2ccco2)c(=O)c2c3c(sc21)CCCCC3,1.2,-6,1448,7,88*,-4,-1,1,.,.,1

(next part)
SMILES	DTT redox prof	TLR4-MyD88 BLA	TR-FRET SRC-2 ct	PPARg SRC-2 ag	L major viab	PPARg SRC1 recr	bIAP inhibitor	bIAP activator	S1P3 antag	ROMK mod	PPARg SRC3 recr
COc1ccc(C2C(=O)N(CCc3ccccc3)CC(=O)N2C2CCCCC2)cc1 (stereo not drawn)	0.1	-1	1403	4	6	6	3	1	.	-0.66	-2
CC1CC(C)CN(c2ccc(C(=O)OCC(=O)NC3CCCc4ccccc43)cc2[N+](=O)[O-])C1 (stereo not drawn)	-3.8	4	1385	-8	-1	0	10	0.9	.	.	-16
O=C(COc1ccc(CO)cc1)Nc1ccc(F)cc1	1.3	4	1418	3	1	-6	14	0.9	-20	.	-4
Cc1occc1C(=O)Nc1nnc(C2CCCCC2)s1	0.2	2	1450	8	7	-1	-8	1.1	14	.	-4
CCOC(=O)c1ccc(N2C(=O)C(CC(N)=O)N(CCc3ccc(OC)c(OC)c3)C2=S)cc1 (stereo not drawn)	-0.1	5	1681	0	4	4	5	0.9	-7	0.79	1
CC1=CC(C)(C)n2c(O)c(N=N)c3cc(C)cc1c32	0.2	-23	1739	-1	2	5	10	0.9	8	.	4
Cc1c(C(=O)N(C)C)sc2nc(-c3ccccn3)[nH]c(=O)c12	0.5	7	1465	3	30	3	-38	1.4	.	-0.46	9
CC(=O)NS(=O)(=O)c1ccc(NC(=O)/C=C/c2ccc(C)o2)cc1	-1.5	-1	1581	10	-6	-6	-9	1.1	-2	0.12	4
O=C(CNC(=O)c1cccs1)NCC(=O)OCc1cccc(Cl)c1	-4.1	1	1405	-7	0	-10	11	0.9	.	.	-8
COc1ccc(CCNC(=O)C2CCC(CNS(=O)(=O)c3ccc(F)cc3)CC2)cc1OC (stereo not drawn)	-2.2	13	1522	1	-4	-10	-12	1.1	-1	0.22	-3
O=c1c2ccccc2nc(SCc2cc([N+](=O)[O-])cc3c2OCOC3)n1-c1ccccc1	-0.3	9	1619	1	5	0	-4	1	-6	-0.4	-1
Cc1nnc(NC(=O)CSc2nccn2-c2cccc(C)c2C)s1	-1.3	4	1566	1	-7	7	-7	1.1	28	.	3
Cc1c(NC(=O)CSc2ccccn2)c(=O)n(-c2ccccc2)n1C	-0.8	-1	1715	13	-1	-1	-6	1.1	0	0.069	1
Cc1cc(C(F)(F)F)n(-c2nc(C(=O)O)cs2)n1	-1.1	4	1746	3	-7	7	3	1	-8	0.014	9
Cc1cccc2sc(NC(=O)CN3C(=O)c4ccccc4C3=O)nc12	3.6	-5	1376	6	-8	1	0	1	-8	.	3
CCOC(=O)c1cnc2c(cnn2C)c1NCc1ccc(OC)cc1	-2.3	0	1590	7	27	0	4	1	-4	0.32	5
CCCCOc1ccccc1NC(=O)Cn1c(-c2nonc2N)nc2ccccc21	-0.9	-6	1443	9	-7	6	15	0.8	32	.	3
CCOc1ccc(NC(=O)[C@@H](NC(=O)c2ccccc2)[C@@H](C)CC)cc1	0.0	-21	1693	7	-1	3	13	0.9	.	1.4	6
Cc1ccc(NC(=O)C2CC(=O)NC(N3CCc4ccccc43)=N2)cc1 (stereo not drawn)	1.1	6	1396	1	9	-1	-3	1	6	.	-8
COc1ccc(NC2=C(Cl)C(=O)N(CCc3ccccc3)C2=O)c(OC)c1	0.2	-16	1595	5	14	-2	0	1	6	-0.0037	0
Nc1nc2n(n1)C(=O)CC(c1ccc(Cl)cc1)N2 (stereo not drawn)	0.7	1	1567	1	7	-9	2	1	-21	0.38	0
O=C1N/C(=C/c2cccs2)C(=O)N1Cc1ccc(F)cc1	0.3	9	1367	4	-5	10	-1	1	9	0.13	-4
Cc1ccccc1NC(=O)c1ccc(Cn2cc([N+](=O)[O-])cn2)o1	-1.5	0	1441	-2	3	7	8	0.9	-3	-0.71	3

Source: PubChem
